TNAP inh hi DEA – blocks human TNAP under high phosphate acceptor concentration; P05186; purified TNAP, CDP-star luminescence, 1 M DEA; inhibition, % at 20 µM; 0.03% of 200,000 active; AID 1135;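 active means over 50% inhibition of tissue-nonspecific alkaline phosphatase at 20 µM in the single-dose screen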;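 further: plate controls were DMSO wells for no effect and EDTA-quenched wells as full inhibition for full effect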
Target sequence (P05186 whole entry, looked up): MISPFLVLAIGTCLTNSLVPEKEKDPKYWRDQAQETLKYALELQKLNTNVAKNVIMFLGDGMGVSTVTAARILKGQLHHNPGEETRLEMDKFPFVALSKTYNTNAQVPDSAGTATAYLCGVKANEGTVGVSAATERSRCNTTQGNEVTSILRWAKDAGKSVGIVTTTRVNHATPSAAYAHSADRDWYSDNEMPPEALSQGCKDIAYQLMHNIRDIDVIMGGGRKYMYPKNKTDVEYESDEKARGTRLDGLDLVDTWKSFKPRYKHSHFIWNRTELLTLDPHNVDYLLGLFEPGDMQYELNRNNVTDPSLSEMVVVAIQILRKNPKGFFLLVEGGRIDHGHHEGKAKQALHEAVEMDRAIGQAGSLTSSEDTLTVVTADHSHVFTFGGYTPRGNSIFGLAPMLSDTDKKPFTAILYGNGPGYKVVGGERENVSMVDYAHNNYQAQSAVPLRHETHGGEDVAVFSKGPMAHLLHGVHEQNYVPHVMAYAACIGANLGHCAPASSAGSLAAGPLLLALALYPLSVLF
FLuc act counter – affects firefly luciferase, flagging false hits in luciferase stimulation screens; AID 1027; 200,000 tested, under 10 active; ATPlite luciferase biochemical, luminescence, 10 min; 0 = ATP-free wells, 1 = DMSO control; activation factor at 10 µM;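 active means luciferase activation factor, scaled between plate controls, of at least 2 with compound at 10 µM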
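Assay system: Luciferase/luciferin detection reagent, cell-free biochemical luciferase assay / Read-out: luciferase activation / Benchmarks: No-ATP low control, compound-free enzyme-plus-ATP high control / Medium: PBS buffer for ATP / Detection: luminescence measurement of luciferase light output / Schedule: 10 min at ambient temperature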
FLuc inh counter – inhibits firefly luciferase, flagging false hits in luciferase inhibition screens; P08659; ATPLite firefly luciferase biochemical luminescence, 10 min; inhibition, % at 10 µM; 1.5% of 200,000 active; AID 1006;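 active means inhibition above about 50% when tested at 10 µM, limit read from the data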
PMI activator – phosphomannose isomerase (human) activation | P34949 | purified human PMI, coupled resazurin fluorescence, 20 min; hits give high values; 1 = vehicle control, 0 substrate-free wells | activation factor at 20 µM | 0.005% of 190,000 active | AID 1214;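 active means activation factor of 2 or more at 20 µM, relative to plate controls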
Target sequence (P34949 whole entry, looked up): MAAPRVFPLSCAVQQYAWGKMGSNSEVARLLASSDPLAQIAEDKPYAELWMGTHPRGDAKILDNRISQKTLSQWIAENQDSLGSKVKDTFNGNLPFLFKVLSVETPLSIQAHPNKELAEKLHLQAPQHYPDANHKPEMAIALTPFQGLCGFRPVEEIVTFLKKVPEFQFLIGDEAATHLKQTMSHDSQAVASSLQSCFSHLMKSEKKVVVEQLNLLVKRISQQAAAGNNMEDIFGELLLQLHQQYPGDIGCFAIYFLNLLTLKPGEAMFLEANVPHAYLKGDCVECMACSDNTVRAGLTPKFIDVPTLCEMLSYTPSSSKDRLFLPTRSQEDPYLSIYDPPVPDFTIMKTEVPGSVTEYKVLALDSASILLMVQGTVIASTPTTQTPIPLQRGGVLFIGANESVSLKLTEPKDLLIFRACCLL
bIAP act – intestinal alkaline phosphatase (bovine) activation; activation factor at 20 µM; AID 1016; 0.17% of 200,000 active; purified bovine IAP, CDP-star luminescence, 30 min; hits give high values; fold of DMSO-control signal, blank-subtracted;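 active means activation factor of 2 or more at 20 µM, a signal rise over negative controls twice the positive control's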
APP 5'UTR act – activates APP 5'UTR luciferase reporter. AID 1276. activation, % at 2 µM. 1% of 190,000 active. SH-SY5Y APP 5'UTR luciferase reporter, luminescence; zero percent = DMSO vehicle wells;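 active means activation above a set limit, based on mean plus 3 SD of controls, cut at about 140% in these data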; further: values of inactives mirror those of a sister screen read the other way
TNAP act hiacc – activators of human TNAP at high phosphate acceptor concentration. activation factor at 20 µM. purified TNAP, CDP-star luminescence, 1 M DEA, 30 min; hits give high values; 0 = EDTA background, 1 = DMSO-only activity. P05186. AID 1136. 200,000 tested, under 10 active;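 active means activation factor at least 2 at 20 µM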
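Test system – human TNAP · Doses – 20 µM single point · Incubation – 30 min, room temperature · Signal – luminescent substrate turnover signal · Read-out basis – activation factor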
TNAP inh noacc – inhibitors of human TNAP without phosphate acceptor; purified TNAP, CDP-star luminescence, 30 min; P05186; inhibition, % at 20 µM; 0.26% of 200,000 active;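 active means tissue-nonspecific alkaline phosphatase inhibition above about 50% at 20 µM in the single-dose screen, limit read from the data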;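 further: 0% = DMSO negative control and 100% = EDTA positive control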
PMI act satM6P – activators of human phosphomannose isomerase at near-saturating mannose 6-phosphate; P34949; coupled PMI enzyme assay, resazurin fluorescence, 20 min; hits give high values; 1 = untreated enzyme, 0 = substrate-free blank; activation factor at 20 µM; 0.34% of 190,000 active;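 active means activation factor of 2 or more at 20 µM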
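Test system – human PMI in coupled enzyme assay · Timing – 20 min incubation at room temperature · Detection – Diaphorase-driven resazurin-to-resorufin fluorescence, excitation 544, emission 590 nm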
NF-kB expr up – raises NF-kB expression in human neuronal cells; NF-kB reporter expression; hits give high values; fold change at 12.5 µM; 1.6% of 190,000 active; AID 1239; in the data active means fold change above about 3.3
Numbers without * were called inactive; · = not tested or not shown.

SMILES	TNAP inh hi DEA	FLuc act counter	FLuc inh counter	PMI activator	bIAP act	APP 5'UTR act	TNAP act hiacc	TNAP inh noacc	PMI act satM6P	NF-kB expr up
O=C(O)c1cccc(N2C(=O)c3cccnc3C2=O)c1	-6.1	1.1	-5.2	1	0.9	4.5	1.1	-15.1	1	1.09
CCc1nnc(NC(=O)c2cccc(S(=O)(=O)N3CCc4ccccc43)c2)s1	-4.3	1.1	-7.0	1.4	0.9	-9.7	1	-9.5	1.3	1.05
COc1cccc(NC(=O)C2CCN(S(=O)(=O)c3ccc4c(c3)OCCO4)CC2)c1	-2.8	1.1	-5.0	0.9	2.5*	3.1	1	-25.0	0.9	1.13
COc1cc(C2C(C(C)=O)=C(O)C(=O)N2CCN2CCOCC2)ccc1O (stereo not given)	-0.5	1	-4.6	1.1	0.9	-22.0	1	-9.3	1.1	1.51
Cc1ccc2cc(C(c3nnnn3C3CCCC3)N(Cc3ccccc3)Cc3ccco3)c(=O)[nH]c2c1 (stereo not given)	1.3	0.9	5.9	1.1	1.1	23.5	1	-1.9	1.1	0.87
Cc1ccccc1C(=O)N1CCC(C(N)=O)CC1	-4.7	1	-0.2	1	1	-0.1	1	-4.9	1	1.07
Cc1ccc(NCCC(=O)c2ccc(Br)cc2)cc1	-3.5	1	-0.9	1	1.1	1.5	1	-13.0	1.1	1.2
CCCC1=[N+](CC(=O)c2ccccc2)CCn2cccc21	-2.7	1	-3.2	1.3	0.9	0.3	1	-12.4	1.4	1.14
Cc1ccc(NC(=O)C2CCCN(c3ncccn3)C2)cc1F (stereo not given)	-7.0	1	4.5	1	0.9	88.5	1.1	-17.1	1	3.54*
CCCCNC(=S)Nc1ccc(C(F)(F)F)cc1	-1.4	1	-0.5	0.9	1.3	0.2	1	-1.5	0.9	1.22
S=C(NC1CCCCC1)N1CCN(C/C=C/c2ccccc2)CC1	-2.6	1.1	-5.5	1.1	0.9	-4.7	1	-9.2	1	1.02
Cc1nc2ccc(NC(=O)c3cc(S(=O)(=O)N(C)c4ccccc4)ccc3Cl)cc2s1	-1.4	1.1	-6.1	1	0.9	-11.2	1	-54.2	1	0.81
COc1ccc2ncc(OC(C)=O)cc2c1	3.1	1	1.2	0.8	0.9	·	1	-11.7	0.9	1.12
Cc1ccc(C(=O)c2ccccc2C(=O)OCC(=O)NC(C)(C)C)cc1	-4.6	1	-4.9	1.1	1.2	-6.7	1	-8.5	1	1.01
CCN1CCN(S(=O)(=O)c2ccc(Br)s2)CC1	-3.1	1	-4.9	0.9	0.9	13.2	1	-14.2	1	1.07
CCOc1ccc(NC(=O)C(Cc2ccccc2)N2C(=O)c3cccc4cccc(c34)C2=O)cc1 (stereo not given)	-1.9	1	-1.4	1	1	-1.6	1	-4.1	1.1	1.14
CC1(C)CC(=O)C(C(=O)/C=C/NCCc2ccccc2)C(=O)C1	-5.5	1.1	-10.9	1.1	0.9	3.7	1.1	-4.3	1.1	1.05
Cc1cc(C)nc(SCc2nnc(SCc3ccccc3Cl)o2)n1	-3.2	1	-4.5	0.9	1	0.2	1	-2.4	0.9	1.63
CCOC(=O)N1CCN(C(=O)COc2ccc(S(=O)(=O)NCC(C)C)cc2C)CC1	-4.5	1	-2.3	0.8	1.1	-7.0	1	-6.7	0.9	0.94
COc1ccc2nc(Nc3ccccc3OC)sc2c1	-3.3	0.1	87.1*	0.8	0.8	202.5*	1	-4.1	1	7.9*
COc1ccccc1[C@@H]1C(c2ccc(F)cc2)=NN(c2ccccc2)[C@H]1C(=O)N1CCOC1=O	-7.9	1	1.5	0.8	1.3	-0.3	1.1	-10.8	0.8	0.93
Cc1ccc(-c2cc(-c3cccc(F)c3)n[nH]2)c(O)c1	-3.6	0.9	10.3	0.9	1.2	215.4*	1	-2.4	1	9.62*
Cc1nc2ccccc2c(=O)n1NS(C)(=O)=O	-10.7	1.2	-19.0	1.2	1	-14.3	1.1	-5.7	1.2	1.03
COCCOC(=O)C(C#N)c1nc2ccccc2nc1N1CCCC1 (stereo not given)	3.7	1	-4.2	1.1	0.7	4.1	1	-5.0	0.9	0.88
O=C1N(Cc2cccc(Cl)c2)C[C@@H]2C[C@@H](c3ccsc3)N3CCC[C@@]123	-7.2	1.1	-9.4	0.9	1.1	3.6	1.1	-13.0	0.9	1.17

Only APP 5'UTR act, FLuc act counter and NF-kB expr up, for some of the entries so far:
compound	APP 5'UTR act	FLuc act counter	NF-kB expr up
COc1ccc2nc(Nc3ccccc3OC)sc2c1	202.5*	0.1	7.9*
COc1ccccc1[C@@H]1C(c2ccc(F)cc2)=NN(c2ccccc2)[C@H]1C(=O)N1CCOC1=O	-0.3	1	0.93
Cc1ccc(-c2cc(-c3cccc(F)c3)n[nH]2)c(O)c1	215.4*	0.9	9.62*
Cc1nc2ccccc2c(=O)n1NS(C)(=O)=O	-14.3	1.2	1.03

Continuation:
SMILES	TNAP inh hi DEA	FLuc act counter	FLuc inh counter	PMI activator	bIAP act	APP 5'UTR act	TNAP act hiacc	TNAP inh noacc	PMI act satM6P	NF-kB expr up
CCOC(=O)Cn1c(=O)c2c(nc(N3CCCCC3)n2Cc2ccccc2)n(C)c1=O	-2.8	1	-3.8	1	1.1	3.0	1	-7.3	1	0.91
CCOCCCNC(=O)CN1C(=O)CSc2ccccc21	0.6	1	-4.7	1	1	-2.6	1	-10.0	1	1.51
Cc1ccccc1C(=O)Nc1nc2n(n1)C(c1ccccc1)CC(=O)N2 (stereo not given)	-3.4	1.1	-5.9	1	1	-0.7	1	-5.1	1	1.05
O=C(c1ccc(Cl)cc1[N+](=O)[O-])N(Cc1ccccc1)Cc1ccccc1	1.0	1.1	-10.2	0.9	0.8	10.6	1	-6.9	1	0.83
COC(=O)C1CC(O)CN1C(=O)NC1CCCCC1 (stereo not given)	-3.0	1	-0.8	1.6	0.9	1.6	1	-7.4	2.4*	0.9
CN(c1ccc(O)cc1)c1nc(-c2ccccc2)cs1	0.4	0.6	41.1	0.8	1	242.8*	1	2.4	0.7	6.87*
COc1ccc(C)cc1N(C(=O)c1ccccc1)c1nc2ccccc2s1	-4.3	1	-2.6	0.8	0.8	-4.1	1	-14.0	0.9	0.76
COC(=O)c1ccc(NC(=O)CCn2c(=O)oc3ccccc32)cc1	4.8	0.9	5.7	1.1	0.9	13.4	1	-1.2	1.1	1.04
OC(COCc1cccs1)CN1CCCCCC1 (stereo not given)	-3.8	1	-3.5	0.9	1.1	18.4	1	-10.8	0.9	1.16
CN(c1ccccc1)S(=O)(=O)c1cccc(NC(=O)Cn2cnc3ccccc3c2=O)c1	1.8	1	0.1	0.8	0.9	9.4	1	-9.8	0.9	0.74
CC(C)c1ccc(/C=C2\C(=O)N(CCN3CCOCC3)C(=S)N2C)cc1	-0.5	1	0.0	1	0.9	5.3	1	-13.4	1	1.19
CN1C(N)=NC(=O)/C1=C/c1ccccc1F	-2.4	1.1	-8.1	0.9	1	4.1	1	49.6	0.9	1.23
CCn1cnc2cc(NC(=O)c3cccs3)ccc21	-3.6	0.5	50.8*	1.1	0.9	76.5	1	8.8	1	2.48
CCOC(=O)C1CCN(C(=O)Cn2cc(C(=O)OC)c3ccccc32)CC1	-3.5	1	-4.2	1	1.1	-3.1	1	-9.3	1.1	0.95
CCOP(=O)(OCC)C(Nc1cccc(C(F)(F)F)c1)c1ccc(C)cc1 (stereo not given)	-3.7	1	-1.3	0.7	1	11.4	1	-14.6	0.8	0.8
Cc1onc(-c2c(F)cccc2Cl)c1C(=O)Nc1nc2ccccc2[nH]1	-3.6	1	2.3	1	1.4	3.9	1	-8.4	1.1	0.95
N#Cc1ccsc1NC(=O)CN1CCN(c2ccccn2)CC1	-4.0	1.1	-8.1	1.1	0.9	0.3	1	15.6	1.1	1.02
c1ccc(CC(Nc2ccccn2)c2ccccc2)cc1 (stereo not given)	3.9	1	-0.8	0.9	1	3.8	1	-4.5	0.9	1.27
CCN1CCc2nc3ccccc3c(C(=O)Nc3ccc(C#N)cc3)c2C1	0.1	1	-4.3	1.3	1.1	0.7	1	-4.9	1.1	1.06
Cc1ccc(Nc2c3c(nc4ncnn24)CC(C)CC3)cc1 (stereo not given)	2.5	1	-2.9	0.8	1.1	8.0	1	-1.2	0.9	0.96
N#Cc1c(N2CCCCC2)nc(N2CCCCC2)c2c1CCN(Cc1ccccc1)C2	-3.1	1.1	-8.5	0.9	1	17.9	1	-13.8	0.9	0.77
CCCCNC(=O)COC(=O)c1ccc(C)c(NC(=O)c2ccco2)c1	-6.7	1	-4.7	1	0.9	16.2	1.1	-4.7	1	1.02
CCN(CC)C(=S)SCC(=O)Nc1nc(-c2ccccc2)c(-c2ccccc2)o1	-4.7	1	-4.6	0.8	0.9	9.1	1	-57.4	1	0.69
Cc1nc2ccc(Br)cn2c1C(=O)N/N=C\c1ccccc1[N+](=O)[O-]	-2.5	1	-2.5	1	1.1	-3.5	1	-2.0	1	1.11
CO/C=C/C#CC1(O)CCN(C)CC1	-5.7	1.1	-5.9	1	1	-4.5	1.1	6.6	1	1.23
Further structures
SMILES	TNAP inh hi DEA	FLuc act counter	FLuc inh counter	PMI activator	bIAP act	APP 5'UTR act	TNAP act hiacc	TNAP inh noacc	PMI act satM6P	NF-kB expr up
CCC(CC)C(=O)NCCNC(=O)C(CC)CC	-2.1	1	-4.1	0.9	0.9	11.5	1	-3.1	1	1.02
O=C(CSc1nnc(NC2CCCCC2)s1)NCc1ccco1	-5.7	1.1	-5.4	1.1	0.9	13.7	1.1	-10.3	1.1	0.99
COc1ccc(CCNC(=O)c2c(C)noc2C)cc1	-4.0	1.1	-9.1	1.1	0.9	4.2	1	-0.5	1.1	1.18
CSCC[C@H](NC(=O)OC(C)(C)C)c1nnc(SCc2cccc(F)c2)o1	-1.2	1	-2.3	1	1	5.7	1	-4.4	0.9	0.86
FC(F)(F)c1cc(Sc2ccccc2)nc(-c2ccccn2)n1	-0.3	1	0.3	1	1	-6.0	1	6.6	0.9	0.92
COc1ccc(CN2CN(c3ccc(Cl)cc3)C(=O)N(n3cnnc3)C2)cc1	-3.0	1	-3.7	0.9	1	-10.2	1	-10.1	0.8	1.08
O=C(c1cc(=O)[nH]c2ccccc12)N1CCc2ccccc2C1	1.6	1	-3.1	1	1.1	-4.1	1	-2.5	1.1	0.98
O=C(NC(c1ccccc1)c1c(O)ccc2ccccc12)c1ccccc1Cl (stereo not given)	-4.8	1.1	-6.0	0.8	1	21.9	1	-4.8	0.9	0.99
CC1CCCN(C(=O)CSc2nnc(-c3cccnc3)n2C2CCCCC2)C1 (stereo not given)	-8.9	1.1	-5.7	1	1	-13.6	1.1	-15.7	1	1.23
Cc1ccccc1OCC(=O)Nc1ccc2c(c1)n(C)c(=O)n2C	-4.4	1.1	-7.5	1	1.2	3.9	1	-8.9	1.1	1.25
COCC(C)n1c(C)cc(C(=O)COC(=O)C2=NN(c3ccccc3)C(=O)CC2)c1C (stereo not given)	-1.7	0.9	5.2	1	1.1	-0.8	1	-7.6	1	1.1
Cc1cccc(NC(=O)c2cc(-c3ccco3)nc3ccccc23)n1	-8.6	1	2.2	1.2	0.7	-19.8	1.1	-5.9	1.2	0.53
CCN(CC)CCn1c(N)cc(=O)[nH]c1=O	-5.7	1.1	-6.5	1	1	3.2	1.1	-13.6	1.1	1.06

High-throughput results from PubChem.
